PfG6PD inh = PfG6PD (Plasmodium falciparum) enzyme inhibition; hit rate 0.78% among 350,000; PfGluPho enzyme, NADPH resazurin-diaphorase fluorescence; AID 504690; inhibition, % at 20 µM;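 active = inhibition reaching at least a set limit at 20 µM in the primary screen, cut at about 59% in these data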;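 also: 0% = DMSO wells with substrate and 100% = DMSO wells lacking glucose-6-phosphate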
SENP8 inh = blocks human SENP8 cleavage of Nedd8 substrate; Q96LD8; recombinant SENP8, Nedd8 substrate fluorescence; inhibition, % at 20 µM; hit rate 0.64% among 360,000; in the data active = inhibition mostly above about 40%, no sharp cut-off; inactive = mostly below about 27%
Target sequence (Q96LD8 whole entry, looked up): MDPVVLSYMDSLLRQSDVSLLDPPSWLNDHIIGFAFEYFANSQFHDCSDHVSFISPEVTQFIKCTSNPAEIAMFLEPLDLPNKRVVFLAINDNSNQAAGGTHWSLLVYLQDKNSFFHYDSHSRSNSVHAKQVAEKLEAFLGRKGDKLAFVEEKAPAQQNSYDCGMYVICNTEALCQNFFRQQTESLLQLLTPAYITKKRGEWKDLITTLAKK
SENP1 inh = blocks the human SENP1 SUMO protease catalytic domain; Q9P0U3; recombinant SENP1 catalytic domain, CyPet-SUMO1-YPet FRET cleavage; inhibition, % at 10 µM; hit rate 0.21% among 360,000;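 active = inhibition at least 30% at 10 µM, raw YFP signal under a set limit, fluorescence ratio 0.5 to 1.5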;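 also: 0% = enzyme with DMSO and 100% = no enzyme wells; some results filed as inactive read as strong as hits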
Target sequence (Q9P0U3 419-644 limits assumed): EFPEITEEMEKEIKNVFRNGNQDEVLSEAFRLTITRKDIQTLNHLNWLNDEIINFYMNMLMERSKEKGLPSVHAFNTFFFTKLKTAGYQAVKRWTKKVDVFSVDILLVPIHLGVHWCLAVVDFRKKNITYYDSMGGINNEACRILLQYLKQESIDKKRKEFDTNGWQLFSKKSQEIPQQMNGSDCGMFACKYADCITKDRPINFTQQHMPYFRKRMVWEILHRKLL
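Material: hSENP1 catalytic domain, recombinant; medium: Tris pH 8 with BME, BSA, NP40 and catalase; compound: single concentration of 10 µM compound, 0.5% DMSO final; technique: FRET read of cyan and yellow fluorescence; timing: 50 min enzyme reaction, room temperature, light-protected; reagent: SFCypet-SUMO1-SFYpet substrate at 25 nM; control set: no-enzyme low, enzyme-DMSO high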
Starred values were filed as active, the others as inactive.

SMILES | PfG6PD inh | SENP8 inh | SENP1 inh
O=C1c2ccccc2C(=O)N1N=Cc1ccc2c(c1)OCO2 | -8 | 19 | 3
C[C@H](CO)N1C[C@H](C)[C@@H](CN(C)CC2CCOCC2)Oc2cc(C#Cc3ccccc3F)ccc2S1(=O)=O | 31 | -41 | -8
COc1ccc(NC(=O)C[C@H]2C(=O)N(CCc3ccccc3)C[C@@H]2CSC)cc1 | 5 | 6 | 1
CC(C)(C)OC(=O)N1CCC(NC(=O)c2[nH]cnc2C(=O)Nc2ccccc2F)CC1 | 25 | 1 | -1
COc1cccc(C(C)=NNc2ccc([N+](=O)[O-])cc2[N+](=O)[O-])c1OC | 10 | 30 | 5
CC1Cc2ccccc2N1C(=O)CN1CCN(S(=O)(=O)c2ccc3c(c2)OCCCO3)CC1 (stereo unspecified) | -6 | 10 | 2
C#CCN(C[C@H]1[C@H](OC(=O)NCc2ccccc2)[C@H](OC(=O)NCc2ccccc2)C[C@H]2C(=O)N(c3ccccc3)C(=O)[C@@H]12)S(=O)(=O)c1ccc(C)cc1 | -3 | 7 | 0
Cc1ccc(S(=O)(=O)Nc2ccc3c(c2)C(=O)N([C@@H](C)CO)C[C@@H](C)[C@@H](CN(C)S(=O)(=O)c2ccccc2)OCCCC[C@H](C)O3)cc1 | 17 | -6 | -1
C[C@H]1CNC(=O)c2c(C(=O)Nc3cccc(Cl)c3)ncn21 | 5 | 8 | 2
COc1ccc(CNC(=O)COC(=O)CN2C(=O)C3CCCCC3C2=O)cc1 (stereo unspecified) | -5 | 8 | 2
COc1ccc(Br)cc1/C=N/NS(=O)(=O)c1ccccc1 | 4 | 8 | 1
CC(C)NC(=O)N(C)C[C@@H]1Oc2cc(Br)ccc2S(=O)(=O)N([C@@H](C)CO)C[C@H]1C | 4 | 4 | -2
CCOC(=O)N1CCN(C(=O)c2ccc(CS(=O)c3cccc(C)c3)o2)CC1 (stereo unspecified) | 6 | 15 | 1
Cc1ccc(NC(=O)CN(C)C(=O)c2cccc(S(=O)(=O)N3CCc4ccccc4C3)c2)cc1 | 8 | 17 | 2
COC(=O)[C@H]1C[C@@]2(O)CN(S(=O)(=O)c3ccc(C)cc3)C[C@@]2(OC(=O)NCc2ccc(OC)c(OC)c2)C[C@H]1C(=O)OC | 1 | 6 | 1
O=C(c1ccc(S(=O)(=O)Cc2cc(F)ccc2F)c([N+](=O)[O-])c1)N1CCOCC1 | 16 | 35 | 4
CC1=C(C(=O)N(C)C)CC(CC(=O)NCCc2ccccn2)C(=O)N1CCC1=CCCCC1 (stereo unspecified) | -2 | 10 | -1
NC(=O)C1CC(=O)N(c2ccc(OCc3ccc(Cl)c(Cl)c3)cc2)C1 (stereo unspecified) | 21 | -115 | -2
COCCNC(=O)c1cc(S(=O)(=O)N(C)C2CCCCC2)ccc1Cl | -5 | 14 | 1
Cc1ccc(Cc2c(-c3ccc(Br)cc3)nc3ccc(Br)cn23)cc1 | 67* | -12 | 3
C[C@H](CO)N1C[C@H](C)[C@H](CN(C)C(=O)Nc2ccnc(N3CCOCC3)c2)OCc2cnnn2CCCC1=O | -13 | 0 | 3
CC(=O)Nc1cccc(NS(=O)(=O)c2ccc3c(c2)CCC(=O)N3)c1 | -3 | 9 | 3
COc1nc(=O)n(C2C=CC(=O)O2)cc1F (stereo unspecified) | -7 | 9 | 1
Cc1ccc([C@H]2N[C@]3(CCCN(Cc4ccc(C(F)(F)F)cc4)C3=O)[C@H]3C(=O)N(C)C(=O)[C@@H]23)cc1 | 1 | -22 | 1
Cc1ccc(S(=O)(=O)N2C[C@]3(O)C[C@@H]4C(=O)N(c5ccccc5)C(=O)[C@@H]4C[C@]3(OC(=O)NCc3ccco3)C2)cc1 | -9 | 11 | 0
COc1cc(CNC[C@H]2O[C@@H](n3cc(C)c(=O)[nH]c3=O)C[C@@H]2O)ccc1OCc1cccc(Cl)c1 | -5 | 7 | -2
COc1ccc(C(=O)C=Cc2ccc3c(c2)OCO3)cc1OC | 16 | -187 | -30
C[C@H](CO)N1C[C@H](C)[C@@H](CN(C)S(=O)(=O)c2ccccc2)OCc2cn(nn2)CCCC1=O | -3 | 0 | 2
Cc1ccccc1-c1ccc2c(c1)O[C@@H](CN(C)Cc1ccc(C(=O)O)cc1)[C@@H](C)CN([C@H](C)CO)S2(=O)=O | -33 | -40 | 1
O=C(O)c1ccc([N+](=O)[O-])nc1 | -9 | 33 | -1
CN1OC[C@@H]2CN[C@H](c3cccc(N4CCOCC4)c3)C[C@@H]21 | 5 | 13 | 2
c1ccc2c(c1)COc1c3ncccc3nn1-2 | 13 | -241 | 1
CCN(c1ccccc1)S(=O)(=O)c1cccc(C(=O)Nc2cccc(C)n2)c1 | -5 | 23 | 2
Cc1c(NS(=O)(=O)c2cc(C(=O)OCC(=O)c3ccccc3F)ccc2Cl)c(=O)n(-c2ccccc2)n1C | -17 | 16 | -1
Cc1cccc(CCNC(=O)C2CC(O)CN2C(=O)Nc2ccccc2)c1 (stereo unspecified) | -7 | -3 | 0
CN(CC(=O)Nc1ccc(Cl)cc1)CC(=O)N1CCc2ccccc21 | -13 | 23 | 0
O=C1NC(Cc2ccccc2)c2nc3cc(F)ccc3c(=O)n2-c2ncccc21 (stereo unspecified) | 14 | -12 | 0
Cc1ccc([C@H]2C[C@@H](O)[C@H](n3cc(C4CC4)nn3)CN2C(=O)c2cccs2)cc1 | 17 | 1 | 0
COc1cc2ccc(C(C)=O)c(O)c2cc1OC | 7 | -141 | -2
COCC#Cc1cnc2c(c1)C(=O)N([C@H](C)CO)C[C@H](C)[C@@H](CN(C)S(=O)(=O)c1ccccc1)O2 | 1 | 11 | 0
CC(C)COC(=O)N(C)C[C@H]1OCc2cnnn2CCCC(=O)N([C@H](C)CO)C[C@@H]1C | -15 | 7 | 1
Cc1cccc(-c2nc(NCCN(C)C)c3ccccc3n2)c1 | 7 | 21 | 3
Cc1cccc(NC(=O)c2nc[nH]c2C(=O)NC[C@H](C)O)c1 | -8 | -1 | 3
Cc1ccsc1C(=O)NCC(c1cccs1)N1CCOCC1 (stereo unspecified) | 22 | 8 | 1
CN(CCN1CCOCC1)C(=O)C1CCC(=O)N(Cc2ccc(Cl)cc2)C1 (stereo unspecified) | -12 | 4 | -2

Compound profiles, as listed above:
c1ccc2c(c1)COc1c3ncccc3nn1-2 as listed: PfG6PD inh = 13; SENP8 inh = -241; SENP1 inh = 1
CN1OC[C@@H]2CN[C@H](c3cccc(N4CCOCC4)c3)C[C@@H]21 as listed: PfG6PD inh = 5; SENP8 inh = 13; SENP1 inh = 2
O=C1NC(Cc2ccccc2)c2nc3cc(F)ccc3c(=O)n2-c2ncccc21 (stereo unspecified) as listed: PfG6PD inh = 14; SENP8 inh = -12; SENP1 inh = 0

Remaining list, next part.
SMILES | PfG6PD inh | SENP8 inh | SENP1 inh
O=C(COC(=O)c1cc(S(=O)(=O)N2CCOCC2)ccc1Cl)NC1CCCCC1 | -5 | 12 | 2
O=C(COC(=O)c1cccnc1Cl)Nc1ccc(N2CCOCC2)cc1 | -13 | 24 | -1
O=C(COC(=O)COc1ccc(Cl)cc1)Nc1cccnc1Cl | -1 | 11 | 0
N#Cc1ccc(NC(=O)COC(=O)C2CCC2)cc1 | 3 | 4 | 3
CC1(C)C(=Cc2ccccc2)C(=O)c2ccccc21 | 23 | 16 | 1
Cc1cc(Nc2ccccc2C(=O)O)n2ncnc2n1 | 5 | -229 | 0
C[C@@H]1CN([C@@H](C)CO)C(=O)CCCn2cc(nn2)CO[C@H]1CN(C)S(=O)(=O)c1ccccc1C#N | -2 | 1 | -1
C[C@@H]1CN([C@@H](C)CO)C(=O)c2cc(Br)cnc2O[C@H]1CN(C)C(=O)NC1CCCC1 | -4 | 7 | -2
COc1ccc([C@H]2C[C@H](O)[C@@H](n3cc(C4CC4)nn3)CN2C(=O)C2CCCCC2)cc1 | -2 | 5 | -1
O=C1c2sccc2-c2cccc3cccc1c23 | 57 | -329 | -33
C[C@H](O)[C@@H]1C(=O)N2CCc3c([nH]c4ccccc34)[C@@H]2C[C@@H]1N(C)Cc1ccc2c(c1)OCO2 | -2 | -94 | -32
COc1ccccc1CC1CC(=O)N(c2ccc([N+](=O)[O-])cc2)C1=O (stereo unspecified) | -11 | 18 | 2
COc1cccc(CNC[C@H]2O[C@@H](n3ccc(N)nc3=O)[C@H](O)[C@@H]2O)c1OCc1ccc(F)cc1Cl | 13 | 9 | 3
Cc1onc(-c2ccccc2)c1-c1nnc(COC(=O)c2ccc(F)cc2)o1 | 12 | 8 | 4
Nc1nc(-c2ccccc2)c(CC(=O)O)s1 | -19 | 12 | 1
COCC(=O)N(C)C[C@@H]1Oc2cc(-c3ccc(F)cc3)ccc2S(=O)(=O)N([C@H](C)CO)C[C@H]1C | -17 | 17 | 2
Cc1cc(Nc2ccc(C)c(C)c2)n2ncnc2n1 | -15 | 16 | 2
C[C@@H]1CCCCO[C@H](CN(C)C(=O)Nc2ccccc2)[C@@H](C)CN([C@H](C)CO)C(=O)c2cc(NS(=O)(=O)c3cn(C)cn3)ccc2O1 | 14 | 2 | 0
CCCCCCn1c(=O)n2n(c1=O)[C@@H]1CN(S(=O)(=O)c3ccc(C)cc3)C[C@]1(O)[C@@H](OC(=O)NCc1ccco1)C2 | 37 | -2 | 0
CCCCN(C)CCCNC(=O)Cn1cc2c(n1)-c1c(oc(C(=O)N3CCCC3)c1C)CC2 | 16 | 12 | 1
CCOC(=O)CCCCCC(=O)Nc1ccc2c(c1)C(=O)N([C@@H](C)CO)C[C@H](C)[C@H](CN(C)C(=O)c1ccccc1)OCCCC[C@H](C)O2 | 1 | 7 | -1
C[C@H](CO)N1C[C@H](C)[C@@H](CN(C)C(=O)Nc2cc(F)ccc2F)Oc2ncc(-c3cccc(F)c3)cc2C1=O | 22 | -22 | 0
CCCN(C(=O)CSc1nnc(-c2ccc3c(c2)OCO3)o1)C1CCS(=O)(=O)C1 (stereo unspecified) | -3 | 20 | 3
Cc1noc(C)c1S(=O)(=O)N(C)C[C@H]1OCc2cn(nn2)CCCC(=O)N([C@@H](C)CO)C[C@@H]1C | -7 | 13 | 1
O=S(=O)(c1ccc(SCc2c(F)cccc2Cl)nc1)N1CCCC1 | 5 | 3 | -1
O=C(C[C@H]1C(=O)N(C2CCCCC2)C[C@@H]1c1ccccc1)Nc1ccc(Br)cc1 | 17 | -34 | -2
C(=Nn1cnnc1)c1ccc2c(c1)CCC2 | 1 | 5 | 4
CC(C)CC1C(=O)N(Cc2cn(Cc3ccco3)nn2)CCS(=O)(=O)N1Cc1ccc(-c2ccc(F)nc2)cc1 (stereo unspecified) | 42 | 1 | -3
CC1CCCN(S(=O)(=O)c2ccc3c(c2)OCCO3)C1 (stereo unspecified) | -2 | 15 | 1
COc1cc(C=C(C#N)c2ccc([N+](=O)[O-])cc2)ccc1O | 23 | 29 | 11

Six compounds out of the list above, ordered by their value in PfG6PD inh, descending:
compound | PfG6PD inh
COc1cc(C=C(C#N)c2ccc([N+](=O)[O-])cc2)ccc1O | 23
Cc1ccc([C@H]2C[C@@H](O)[C@H](n3cc(C4CC4)nn3)CN2C(=O)c2cccs2)cc1 | 17
O=C1NC(Cc2ccccc2)c2nc3cc(F)ccc3c(=O)n2-c2ncccc21 (stereo unspecified) | 14
Cc1onc(-c2ccccc2)c1-c1nnc(COC(=O)c2ccc(F)cc2)o1 | 12
COc1ccc(NC(=O)C[C@H]2C(=O)N(CCc3ccccc3)C[C@@H]2CSC)cc1 | 5
COC(=O)[C@H]1C[C@@]2(O)CN(S(=O)(=O)c3ccc(C)cc3)C[C@@]2(OC(=O)NCc2ccc(OC)c(OC)c2)C[C@H]1C(=O)OC | 1

Next section
SMILES | PfG6PD inh | SENP8 inh | SENP1 inh
O=C(OCc1cn([C@@H]2C[C@H](c3ccccc3)N(C(=O)C3CCCCC3)C[C@H]2O)nn1)c1ccccc1 | -1 | 10 | -2
CC(=O)c1ccccc1C(=O)N1CCC(CCC(=O)NCc2ccc(F)cc2)CC1 | -16 | 7 | -1
O=C(COC(=O)Cc1c[nH]c2ccccc12)Nc1ccc(Cl)cc1 | 0 | 6 | 3
CCCCCCn1c(=O)n2n(c1=O)C[C@]1(OC(=O)NCc3ccccc3)CN(S(=O)(=O)c3ccc(C)cc3)C[C@]1(O)C2 | 15 | 1 | -1
COc1ccccc1C#Cc1cnc2c(c1)C(=O)N([C@H](C)CO)C[C@H](C)[C@@H](CN(C)S(=O)(=O)c1cn(C)cn1)O2 | 24 | -61 | -11
COc1ccccc1CN1CC(C(=O)N(C)CCc2ccccn2)CCC1=O (stereo unspecified) | -3 | 18 | 3

Quoted at random: 2 entries already listed.
SMILES | PfG6PD inh | SENP8 inh | SENP1 inh
CC(=O)c1ccccc1C(=O)N1CCC(CCC(=O)NCc2ccc(F)cc2)CC1 | -16 | 7 | -1
O=C(COC(=O)Cc1c[nH]c2ccccc12)Nc1ccc(Cl)cc1 | 0 | 6 | 3

An excerpt (hit frequency here may not be typical).
